EBV gp42 inh: blocks Epstein-Barr virus glycoprotein 42 binding | Fluorescence polarization binding assay, mP read-out | inhibition, % (tested at 21.74 µM) | hit rate 0.42% among 220,000; in the data active means inhibition above about 50%
Target sequence (Q1HVG2 whole entry, looked up): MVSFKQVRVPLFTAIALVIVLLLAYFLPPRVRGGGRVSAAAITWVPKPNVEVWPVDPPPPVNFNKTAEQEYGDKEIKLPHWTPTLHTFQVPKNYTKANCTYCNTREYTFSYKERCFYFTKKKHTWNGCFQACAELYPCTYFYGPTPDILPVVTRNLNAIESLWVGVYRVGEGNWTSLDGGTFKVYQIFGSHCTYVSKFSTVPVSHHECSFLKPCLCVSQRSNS
eIF4E 4G PPI: blocks eIF4E binding to eIF4G; P63073+Q04637; hit rate 0.37% among 220,000; TR-FRET eIF4E-eIF4GI(517-606) binding, 2 h; AID 782; inhibition, % at 21.7 µM;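 further: 0% = full FRET control wells and 100% = background wells lacking eIF4GI fragment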
Rad51 HR inh: Rad51 (human) homologous recombination inhibition; hit rate 0.085% among 200,000; Q06609; AID 1385; hRad51 DNA strand exchange, fluorescence dequenching; inhibition, % at 10 µM;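 active means inhibition above 40% at the single screening dose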;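 further: 0% = DMSO control wells and 100% = blanks with heterologous ssDNA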
Target sequence (Q06609 whole entry, looked up): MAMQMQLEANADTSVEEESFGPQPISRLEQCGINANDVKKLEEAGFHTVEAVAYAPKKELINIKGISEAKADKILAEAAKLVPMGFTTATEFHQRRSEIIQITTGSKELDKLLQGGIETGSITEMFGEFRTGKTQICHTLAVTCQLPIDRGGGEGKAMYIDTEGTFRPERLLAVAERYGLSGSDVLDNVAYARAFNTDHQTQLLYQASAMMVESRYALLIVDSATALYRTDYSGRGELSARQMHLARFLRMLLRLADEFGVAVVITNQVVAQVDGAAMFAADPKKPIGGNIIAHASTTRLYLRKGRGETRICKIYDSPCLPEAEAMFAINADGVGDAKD
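Material: human Rad51–ssDNA filaments; Probe or stimulus: labelled 47-mer dsDNA for strand exchange; Doses: single 10 µM dose; Incubation: 37 °C 15-min filament assembly, 30-min compound preincubation, 15-min exchange; Technique: FRET fluorescence dequenching, excitation 485 nm, emission 520 nm; Measure: Fluorescence-based percent inhibition, control- and blank-normalised; Benchmarks: plate control and blank wells.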
KCC2 mod: modulates chloride dependent transport by human KCC2. B-score of Tl+ flux slope (higher = more flux/activation; lower = inhibition) at 10 µM. AID 1456. KCC2 cells, thallium flux FluoZin-2 fluorescence. hit rate 2.2% among 190,000. Q9H2X9;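 active means thallium flux slope and its plate-corrected score both differing from the plate sample mean at a set confidence after two filtering rounds, in either direction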;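 further: slope of fluorescence scaled to starting intensity during 10 to 20 s after thallium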
Furin inhibitor: human furin inhibition. inhibition, % at 30 µM. purified furin, fluorogenic substrate cleavage. P09958. hit rate 0.061% among 220,000; in the data active means inhibition above about 25%; further: inactives centre near -15
Thrombin inh: blocks human thrombin protease activity | P00734 | hit rate 0.26% among 220,000 | alpha-thrombin, Boc-VPR-AMC fluorogenic substrate cleavage | AID 1046 | inhibition, % at 5 µM;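 active means inhibition at or above 40%; inactive means inhibition below 40%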;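 further: 0% = enzyme with no compound and 100% = wells without enzyme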
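System – human alpha-thrombin · Medium – pH 7.5 Tris (50 mM) with NaCl 150 mM, Tween 20 0.05% · Compound – single-point dosing at 5 µM, 0.2% DMSO · Incubation – enzyme reaction carried out at room temperature · Technique – fluorescence of released AMC, ex 355 nm, em 460 nm · Read-out basis – % inhibition of thrombin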
NCF1 inh: inhibitors of human p47phox binding. hit rate 0.53% among 220,000. P14598. inhibition, % at 24.7 µM. p47phox/p22phox peptide binding, fluorescence polarization, 2 h;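 further: 0% = p47phox with labelled peptide and 100% = labelled peptide alone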
Target sequence (P14598 whole entry, looked up): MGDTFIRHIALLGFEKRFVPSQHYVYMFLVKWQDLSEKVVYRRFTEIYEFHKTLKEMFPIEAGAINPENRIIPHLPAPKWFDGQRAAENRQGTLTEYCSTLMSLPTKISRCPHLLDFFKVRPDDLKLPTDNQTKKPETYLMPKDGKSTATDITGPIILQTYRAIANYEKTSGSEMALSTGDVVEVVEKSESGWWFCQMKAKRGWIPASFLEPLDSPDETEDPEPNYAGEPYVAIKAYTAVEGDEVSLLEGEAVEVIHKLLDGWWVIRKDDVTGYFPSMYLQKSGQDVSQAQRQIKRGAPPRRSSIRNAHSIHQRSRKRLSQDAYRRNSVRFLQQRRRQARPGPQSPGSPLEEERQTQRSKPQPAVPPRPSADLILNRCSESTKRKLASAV
KLK5 inh: inhibitors of human kallikrein 5; Q9Y337; recombinant hK5, fluorogenic AMC substrate cleavage; inhibition, % at 5 µM; hit rate 0.59% among 210,000;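 active means inhibition of 40% or more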;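 further: 0% = enzyme controls without compound and 100% = no-enzyme blanks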
14-3-3 Bad PPI: disrupts binding of bovine 14-3-3 zeta to phospho-Bad peptide | P63103 | TR-FRET 14-3-3zeta/Dy647-pBad peptide displacement, 1 h | inhibition, % at 21.7 µM | hit rate 0.71% among 220,000;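 active means inhibition above about 70%, limit read from the data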;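 further: 0% = full 14-3-3 plus peptide FRET controls and 100% = background without 14-3-3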
Numbers without * were called inactive; i = inactive; · = not tested or not shown; [ ] = remark or other dose.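 How the source made its calls, unless noted: active means inhibition above about 30% (limit read from the data); inactive means the rest.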

SMILES	EBV gp42 inh	eIF4E 4G PPI	Rad51 HR inh	KCC2 mod	Furin inhibitor	Thrombin inh	NCF1 inh	KLK5 inh	14-3-3 Bad PPI
CCC(=O)NC(=S)Nc1ccc(NC(=S)NC(=O)c2ccc(C)cc2)cc1	-16.4	1.0	-3.2	0.151	-13.6	-11.4	-8.1	-9.6	5.7
COc1ccc(CN2C(=O)c3ccccc3C(/C=N\OCc3ccc(C)cc3)C2=O)cc1 (stereo unspecified)	-15.7	-3.3	-4.8	·	-19.4[20 µM]	-5.3	-8.0	4.1	-7.7[fluorescence artefact?]
O=c1[nH]c2ccccc2c2nc3ccccn3c12	-10.2	5.4	1.1	0.743	-19.7	-0.6	2.8	1.1	10.6
CCOC(=O)CNC(=O)CSc1nc2nc(C)c(Br)cc2[nH]1	-11.0	3.5	-10.7	·	-13.2	-3.4	4.0	1.1	4.2
c1cc2c(cc1-c1[nH]ncc1CN1C[C@H]3CC[C@H]1C3)OCO2	2.0	-1.0	·	0.158	-14.3	0.7	-6.0	23.3	-3.1
CC(C)NC(=O)CSc1nc2ccccc2n1CC(=O)N(C(C)C)C(C)C	1.0	0.1	8.3	0.299	-34.0	2.4	-8.8	-13.1	34.5
Cn1cccc1CNC(=S)Nc1ccccc1F	-8.7	1.7	·	-0.211	-39.8	-2.7	·	·	-1.3
COc1cc(/C=N/n2cnnc2)ccc1OC(=O)c1cccnc1	-1.9	10.0	0.0	-0.88	-14.9[20 µM]	-5.3	-5.0	-2.1	6.8[fluorescence artefact?]
COc1ccc(NC(=O)N2CCN(c3ccc([N+](=O)[O-])cc3)CC2)cc1	-25.7	2.8	-18.8	0.458	-32.8	4.8	-17.3	-2.9	-5.6
CCOC(CNC(=O)c1ccc2c(c1)ncn2-c1ccc(F)c(F)c1)OCC	-3.0	2.6	-6.7	-1.6	-15.1	-12.9	-15.7	-4.4	-9.5
Cc1cc(OCC(=O)NCCO)ccc1Cl	-6.4	15.4	-9.3	0.374	-19.1	-3.5	5.2	-23.8	2.4
Cc1ccc2c(c1)C(c1ccc(N3CCOCC3)cc1)=NNC(c1cccs1)=N2	2.8	-12.5	-4.2	·	-4.3	1.2	-8.8	-0.8	-2.7
O=C1N=c2ccccc2=C1c1sc(=S)n(NC(=O)c2cccc(O)c2)c1O	-8.0	2.8	8.7	-0.86	-7.8	-7.8	-14.5	1.1	-25.5
O=C(c1ccccn1)N1N=C2/C(=C/c3ccccc3)CCCC2C1c1ccccc1 (stereo unspecified)	-18.1	-1.5	1.1	-2.38	-10.3	-4.5	-7.7	-16.1	-5.3
CC(=O)c1c(C)[nH]c(C(=O)NCc2ccccn2)c1C	-15.8	-5.7	-3.1	-0.379	-24.4	2.1	-16.7	-23.1	-3.7
CC1CC(C)CN(C(=S)Nc2ccc(SC(F)F)cc2)C1 (stereo unspecified)	-0.1	-2.4[fluorescence artefact?]	4.1	1.54	-13.0	-14.8	-5.5	-12.6	-4.2[fluorescence artefact?]
Cc1cccc(S(=O)(=O)Nc2nc3ccccc3nc2NCc2ccc3c(c2)OCO3)c1	2.7	2.1	-0.6	-0.635	-19.6	-10.0	-9.5	-2.6	1.4
COc1ccc2cc(CN(CCCN3CCOCC3)Cc3nnnn3C3CCCC3)c(=O)[nH]c2c1	-2.2	4.4	-1.4	0.883	1.0	3.0	-13.9	-19.1	-11.3
CCN(CC)C(=O)C1CCN(S(=O)(=O)c2ccc(C3CNC(=O)C3)cc2)CC1 (stereo unspecified)	-17.7	-5.6	-6.2	0.0546	-24.0	-6.8	-0.2	9.4	7.7
Cc1ccc(CNC(=O)c2coc(=O)c3ccccc23)o1	-9.6	-3.0	-3.7	0.0236	-17.4[20 µM]	-1.4	-11.2	3.1	-9.3
Cc1c(N=C2N=C(NC(=O)c3ccc(F)cc3)c3ccccc32)c(=O)n(-c2ccccc2)n1C	115.9*	1.1	-119.7	0.752	-26.7	3.6	-52.6	-15.7	-0.2
Cc1[nH]c2ccccc2c1CN1CCN(c2ccccn2)CC1	-8.8	3.5	5.8	0.138	-16.2	-2.4	-15.9	1.7	0.1
CC1CCN(c2c([N+](=O)[O-])nn(-c3ccc4c(c3)OCCO4)[n+]2[O-])CC1	-4.4	4.3	3.0	·	-1.0[20 µM]	4.6	0.0	-1.3	6.1
COC(=O)c1ncccc1SC	-14.2	-6.5	-3.8	-1.58	0.3	-2.0	-3.2	-17.6	17.3[fluorescence artefact?]
CCc1cc2c(=O)c(-n3cnc4ccccc43)coc2cc1O	-13.9	10.8	4.4	-2.06	-23.2	-0.2	-7.4	-26.5	-1.0

Sorted by formula weight (ascending): part of the list above.
SMILES	EBV gp42 inh	eIF4E 4G PPI	Rad51 HR inh	KCC2 mod	Furin inhibitor	Thrombin inh	NCF1 inh	KLK5 inh	14-3-3 Bad PPI
Cc1cc(OCC(=O)NCCO)ccc1Cl	-6.4	15.4	-9.3	0.374	-19.1	-3.5	5.2	-23.8	2.4
Cn1cccc1CNC(=S)Nc1ccccc1F	-8.7	1.7	·	-0.211	-39.8	-2.7	·	·	-1.3
CC(=O)c1c(C)[nH]c(C(=O)NCc2ccccn2)c1C	-15.8	-5.7	-3.1	-0.379	-24.4	2.1	-16.7	-23.1	-3.7
Cc1ccc(CNC(=O)c2coc(=O)c3ccccc23)o1	-9.6	-3.0	-3.7	0.0236	-17.4[20 µM]	-1.4	-11.2	3.1	-9.3
CC1CC(C)CN(C(=S)Nc2ccc(SC(F)F)cc2)C1 (stereo unspecified)	-0.1	-2.4[fluorescence artefact?]	4.1	1.54	-13.0	-14.8	-5.5	-12.6	-4.2[fluorescence artefact?]
CC1CCN(c2c([N+](=O)[O-])nn(-c3ccc4c(c3)OCCO4)[n+]2[O-])CC1	-4.4	4.3	3.0	·	-1.0[20 µM]	4.6	0.0	-1.3	6.1
O=C1N=c2ccccc2=C1c1sc(=S)n(NC(=O)c2cccc(O)c2)c1O	-8.0	2.8	8.7	-0.86	-7.8	-7.8	-14.5	1.1	-25.5
CCC(=O)NC(=S)Nc1ccc(NC(=S)NC(=O)c2ccc(C)cc2)cc1	-16.4	1.0	-3.2	0.151	-13.6	-11.4	-8.1	-9.6	5.7
Cc1c(N=C2N=C(NC(=O)c3ccc(F)cc3)c3ccccc32)c(=O)n(-c2ccccc2)n1C	115.9*	1.1	-119.7	0.752	-26.7	3.6	-52.6	-15.7	-0.2

Further compounds follow:
SMILES	EBV gp42 inh	eIF4E 4G PPI	Rad51 HR inh	KCC2 mod	Furin inhibitor	Thrombin inh	NCF1 inh	KLK5 inh	14-3-3 Bad PPI
CCCCCCN1Cc2ccccc2C1	-10.7	7.9	9.7	0.515	-12.8	3.2	-3.6	-9.4	31.3
O=S(=O)(c1ccc(Cl)cc1)N1CCn2c1nc1ccccc12	-10.6	1.5	2.9	-0.563	-3.5[20 µM]	11.8	3.8	12.0	-7.1
Cc1nc(N2CCN(S(=O)(=O)c3ccc(Br)cc3)CC2)c2c(C)c(C)sc2n1	-4.7	0.6	1.1	-0.651	-27.5	-10.7	-4.8	-2.3	-11.6
Cn1cccc1/C=N/NC(=O)CSc1nc2ccccc2n1C	-7.6	5.5	10.8	-0.0708	-8.5	-4.7	-1.2	-0.6	5.5
CCCN(CCC)C(=O)Cn1c(=O)n(CCCC(=O)NCc2ccco2)c(=O)c2sccc21	-5.2	1.1	-12.2	0.225	-17.8	-2.7	-16.7	0.7	-9.2
COc1ccc(NS(=O)(=O)c2cc(NC(=O)c3ccco3)ccc2N2CCCC2)cc1	-22.0	-0.9	0.2	-0.175	-1.7	-0.2	-26.0	-2.8	-0.6
CCN(CC)S(=O)(=O)c1cccc(C(=O)OCC(=O)N2CC(=O)Nc3ccccc32)c1	-6.0	13.6	9.6	·	-20.2	5.9	-8.0	6.9	-5.4
Cc1cccc2cc(C#N)c(NCCNC(=O)NC3CCCCC3)nc12	-15.1	-7.1	0.5	-0.722	-10.7[20 µM]	0.7	-9.6	-0.2	8.8
Nc1c(C(=O)Nn2cnnc2)cc([N+](=O)[O-])cc1[N+](=O)[O-]	-24.4	4.0	0.5	0.588	-2.7	0.4	9.3	-21.2	24.6
COc1ccc(-n2nnnc2SCC(=O)Nc2nnc(C)s2)cc1	-5.7	-6.8	-6.0	-0.00126	-11.0[20 µM]	-1.0	-8.7	-12.8	-3.3
CN(C)S(=O)(=O)N(CC(=O)N1CCOCC1)c1ccccc1	-2.4	1.1	-0.6	·	-18.7	1.3	-4.7	-5.0	-3.6
CCN(CC)C(=O)CSc1nc2ccccc2c(=O)n1CCC(=O)N1CCN(c2ccccc2)CC1	6.0	5.7	2.5	-0.0254	-13.3	3.6	2.9	2.9	-9.1
CC(=O)c1ccc(N/N=C(/C(N)=O)C2=NC(C)(C)Cc3ccccc32)cc1	3.6	-0.3	·	-0.507	-5.2	-0.9	1.5	-4.8	-0.2
O=C(/C=C/c1cc(Br)ccc1O)c1ccco1	0.4	3.5	·	-1.11	-4.5	-9.5	-19.4	-0.8	-6.6
COc1cccc(NC(=O)CSCc2n[nH]c(=O)[nH]2)c1	-8.7	2.8	0.7	-0.99	-22.2[20 µM]	2.5	-9.8	7.7	1.9
COc1cccc(C2=CC(c3ccc(OC)c(OC)c3OC)n3nnnc3N2)c1 (stereo unspecified)	-10.1	-0.8	6.2	0.583	-11.8	-2.2	7.0	-7.7	-5.8
Cc1cccc(CN2CCC(CNC(=O)CCNC(=O)Cn3ccc4ccccc4c3=O)CC2)c1	-2.2	2.9	-0.5	·	-20.0[20 µM]	-2.3	-6.9	-16.2	11.9
Cc1ccc2nc(Cl)c(C3CC(c4cccs4)=NN3C(=O)CCCC(=O)O)cc2c1 (stereo unspecified)	-19.4	0.8	-5.1	-2.21	-7.1	-14.1	-3.3	-7.9	-1.7
C=CCn1c(SCC(=O)c2ccc(OC)cc2)nnc1-c1cc2cccc(OC)c2o1	-22.1	-14.3	5.3	1.6	-13.8[20 µM]	2.0	0.8	-11.8	0.9[fluorescence artefact?]
COc1ccc(NC(=O)Nc2cccc(Cl)c2Cl)c(OC)n1	-14.2	-1.8	7.6	-0.158	-6.7	-3.0	-14.4	-3.4	-4.9
Cc1c(C(=O)NCCSCc2ccco2)cccc1[N+](=O)[O-]	-12.1	2.5	-1.5	0.658	-19.2	-0.7	-2.5	-21.2	-16.1
COc1ccc2c(n1)Sc1nc3ccccc3nc1N2	14.0	-1.5	i	1.23	-10.2	-6.2	-17.3	-2.9	-3.5
COc1cc(C(=O)NCCN2CCOCC2)cc(OC)c1OC	-6.8	-8.5	-2.4	0.142	-26.2[20 µM]	-2.3	4.1	-3.0	-4.6[fluorescence artefact?]
CCCc1cc(=O)[nH]c(SCC(N)=O)n1	·	·	8.0	1.45	-22.2	1.1	·	-18.8	·
CCc1ccc(NC(=O)C2C3C=CC(C4CC34)C2C(=O)O)cc1 (stereo unspecified)	-12.1	2.1[fluorescence artefact?]	-2.9	-0.475	-14.8[20 µM]	4.1	-3.5	-6.1	2.1
O=C(c1ccccc1O)N1N=C(c2ccccc2)CC1(O)C(F)(F)F (stereo unspecified)	-31.1	1.2	·	-0.949	-9.7	0.0	-7.3	·	-0.2
O=C(NC1CCCCCCC1)C1=COCCO1	-8.5	-5.6	3.9	-0.00327	-27.8	-0.1	9.1	-10.7	-7.3

From PubChem
